CXCR6 block = CXCR6 (human) receptor inhibition. AID 602244. O00574. inhibition, % at 20 µM. hit rate 0.36% among 360,000. CHO-K1 PathHunter CXCR6 beta-arrestin, luminescence; in the data active means inhibition above about 34%, passing the limit was not always enough;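 further: antagonist mode with CXCL16 agonist at 10 nM final; 0% = 10 nM CXCL16 with DMSO and 100% = unstimulated wells without agonist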
Mdm2 MdmX PPI = inhibitors of human Mdm2/MdmX interaction. O15151+Q00987. SaOS-2 split-luciferase Mdm2/MdmX complementation, luminescence. inhibition, % at 8 µM. hit rate 3% among 330,000;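 active means inhibition of at least 50% at 8 µM in the primary screen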
Target sequence (O15151 whole entry, looked up): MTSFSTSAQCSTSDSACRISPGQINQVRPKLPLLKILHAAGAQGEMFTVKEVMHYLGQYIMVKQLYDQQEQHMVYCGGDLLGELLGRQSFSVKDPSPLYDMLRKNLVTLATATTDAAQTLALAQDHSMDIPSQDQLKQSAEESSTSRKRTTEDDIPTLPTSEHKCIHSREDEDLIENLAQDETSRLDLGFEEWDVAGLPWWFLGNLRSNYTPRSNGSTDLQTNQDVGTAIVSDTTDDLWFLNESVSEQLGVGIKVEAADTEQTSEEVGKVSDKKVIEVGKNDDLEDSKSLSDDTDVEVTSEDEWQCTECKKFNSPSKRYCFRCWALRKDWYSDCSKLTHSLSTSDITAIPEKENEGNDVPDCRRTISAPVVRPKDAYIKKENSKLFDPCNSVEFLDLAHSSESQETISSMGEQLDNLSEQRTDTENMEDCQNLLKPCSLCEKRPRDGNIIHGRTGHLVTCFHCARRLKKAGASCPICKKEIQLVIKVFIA
Target sequence (Q00987 whole entry, looked up): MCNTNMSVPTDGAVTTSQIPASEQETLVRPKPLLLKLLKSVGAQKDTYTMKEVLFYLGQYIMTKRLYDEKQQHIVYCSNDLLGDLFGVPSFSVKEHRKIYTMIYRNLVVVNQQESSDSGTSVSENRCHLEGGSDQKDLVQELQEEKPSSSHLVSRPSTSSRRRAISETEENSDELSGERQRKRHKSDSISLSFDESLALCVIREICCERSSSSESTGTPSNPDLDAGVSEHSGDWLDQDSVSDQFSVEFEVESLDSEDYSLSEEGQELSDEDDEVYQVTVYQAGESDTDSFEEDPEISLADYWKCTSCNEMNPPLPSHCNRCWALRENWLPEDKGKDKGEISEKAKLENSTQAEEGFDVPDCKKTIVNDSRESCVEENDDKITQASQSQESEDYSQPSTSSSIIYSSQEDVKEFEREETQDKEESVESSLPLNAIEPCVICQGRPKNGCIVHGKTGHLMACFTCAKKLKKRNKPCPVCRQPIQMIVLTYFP
XBP1 UPR activ = activators of adaptive arm of unfolded protein response (XBP1). CHO-XBP1 luciferase reporter, IRE1-XBP1 UPR activation, luminescence; percent of tunicamycin response, DMSO as zero. activation, % at 20 µM. hit rate 0.33% among 330,000. AID 463104;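 active means versus positive control, 20 µM dose yields 30% or more activation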;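 further: 100% = tunicamycin at 10 µg/mL and 0% = DMSO only wells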
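Material: CHO-XBP1 cells stably carrying IRE1-XBP1-driven luciferase reporter / Amount: 1000 cells per well / Compound: 20 µM, 1% DMSO / Times: 6 h treatment, 37 °C / Detection: luciferase luminescence / Measure: % activation of reporter signal versus tunicamycin and DMSO controls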
697 NFkB inh = lowers PMA/ionomycin-induced NF-kB signal in 697 B cells; 697 B-cell NF-kB luciferase reporter, 16 h; hit rate 0.33% among 330,000; inhibition, % at 4 µM; in the data active means inhibition above about 35%
Gli-Sufu block = Gli-Sufu pathway antagonism; Sufu-KO-LIGHT fibroblasts, Gli luciferase reporter luminescence; inhibition, % at 5 µM; hit rate 0.74% among 340,000; AID 588413;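 active means inhibition above about 55%, limit read from the data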;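 further: 0% = DMSO-treated cells and 100% = wells with medium but no cells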
Jurkat NFkB inh = lowers PMA/ionomycin-induced NF-kB signal in Jurkat cells | AID 435003 | inhibition, % at 4 µM | PMA/ionomycin-induced NF-kB luciferase reporter, luminescence | hit rate 0.53% among 330,000; in the data active means inhibition above about 50%
UPR CHOP act = activators of apoptotic arm of unfolded protein response (CHOP) | activation, % at 10 µM | CHO-CHOP luciferase reporter, UPR activation, luminescence; percent of tunicamycin response over DMSO baseline | AID 449763 | hit rate 0.34% among 330,000;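 active means at 10 µM dose, activation of 40% or more, normalized to positive control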;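 further: 100% = tunicamycin at 10 µg/mL and 0% = DMSO alone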
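Assay system: CHO cells with stable CHOP pathway luciferase reporter; Buffer or medium: F12 plus 10% serum; Times: 16-18 h cell attachment, then 6 h compound exposure, 37 °C; Signal: luciferase luminescence; Read-out basis: percent activation relative to tunicamycin control; Control set: tunicamycin high control, DMSO low control.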
CCR6 antagonist = CCR6 (human) receptor antagonism; P51684; CHO-K1 CCR6 PathHunter beta-arrestin, luminescence, CCL20-stimulated; inhibition, % at 20 µM; hit rate 0.49% among 340,000;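 active means compounds whose inhibition of the agonist-driven luminescence signal at 20 µM reaches about 50%, limit read from the data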;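 further: cells stimulated with CCL20 at 14 nM final; plate controls were DMSO with CCL20 for no effect and DMSO without agonist for full effect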
EBI2 block = antagonists of human EBI2 receptor; P32249; EBI2 beta-arrestin recruitment, luminescence, 7a,25-OHC stimulated; inhibition, % at 5 µM; hit rate 0.81% among 360,000; in the data active means inhibition above about 38%;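 further: enzyme fragment complementation signal reports receptor beta-arrestin coupling in cells; 0% = agonist plus DMSO wells and 100% = wells without agonist; some results beyond the cut were filed as inactive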
* = called active by the depositor; . = no result given. This is a random part of the collection (roughly 5% active in at least one column).

SMILES	CXCR6 block	Mdm2 MdmX PPI	XBP1 UPR activ	697 NFkB inh	Gli-Sufu block	Jurkat NFkB inh	UPR CHOP act	CCR6 antagonist	EBI2 block
COc1cc(S(=O)(=O)N2CCN3CCCC3C2)ccc1-n1cnnn1 (configuration not stated)	3.2	5.1	-1.0	14.4	0.2	8.1	-2.7	3.6	-14.0
O=C(CCn1c(=O)oc2ccccc21)N1CCc2ccccc21	-0.3	-8.3	4.2	-54.5	-23.2	-25.6	2.5	6.5	-7.9
Cc1cc(N2C(=O)C3CC=CCC3C2=O)cc(C)c1Br (configuration not stated)	-1.1	5.2	-3.2	7.0	0.3	-3.2	-1.9	-12.6	-6.8
COc1ccc(Cl)cc1C(=O)NNC(=S)NC(=O)c1cc(-c2ccccc2)nc2ccccc12	28.7	27.5	16.1	-75.1	25.1	16.1	7.9	39.5	-8.0
COc1ccc(OCC(=O)NNC(=O)Nc2cccc(Cl)c2)cc1	1.7	25.6	-4.1	-1.9	-5.0	16.2	3.9	7.2	3.5
Cc1n[nH]c(=O)c2c(NC(=O)COC(=O)c3cccc(OC(F)F)c3)oc(C)c12	1.4	14.2	-0.1	-13.7	-2.7	-24.7	1.4	1.0	-0.9
Cc1cccc(NCC(=O)N/N=C\c2ccc[nH]2)c1	-4.5	2.8	-1.1	-22.1	2.4	0.3	-0.6	-7.2	-4.1
O=C(NCc1ccc(Cl)cc1)c1ccccc1CCc1ccccc1	1.6	3.6	-0.8	16.7	0.5	-5.6	0.9	0.3	8.7
c1ccc2c(c1)nc(Nc1ccc(N3CCCCC3)cc1)c1nncn12	-2.7	24.8	-2.6	-6.0	17.8	11.0	-1.4	-0.4	20.4
CNC(=S)N1N=C(c2ccc(Br)cc2)CC1c1ccc(N(C)C)cc1 (configuration not stated)	-8.1	14.2	-3.2	-10.5	-19.2	-5.6	2.3	2.2	93.5*
COc1ccccc1OCC(=O)NNC(=O)C1CCN(c2ncnc3sc(C)c(C)c23)CC1	-14.7	31.7	-3.5	3.5	-8.4	0.1	-1.5	-11.8	14.2
COCC(=O)Nc1ccc(Nc2ccccc2)cc1	-6.2	-8.7	1.1	-15.9	3.2	-3.0	1.8	-4.9	-4.5
CCOc1ccc(C2=CC(c3ccccc3)n3ncnc3N2)cc1 (configuration not stated)	-15.2	2.3	0.2	13.1	1.9	13.3	4.3	10.5	3.7
Cn1c(CN2CCN(C(=O)c3ccc(F)cc3)CC2)nc2cc([N+](=O)[O-])ccc21	2.1	-6.2	-0.7	15.1	1.3	8.9	0.0	9.1	-5.2
Cc1sc(NC(=O)Nc2ccccc2)c(C(N)=O)c1C	-3.6	-41.0	-1.3	-42.6	-61.6	-69.6	4.3	2.2	8.9
COC(=O)CCCC1=CC2=CC(=O)C(C)(OC(=O)c3cccs3)C(=O)C2=CN1CC1CC1 (configuration not stated)	-15.9	-27.3	1.1	2.3	14.6	9.6	1.7	-4.4	0.6
Cc1cc2cc(CN3C(=O)c4ccccc4C3=O)ccc2[nH]1	13.1	10.0	0.0	13.5	6.3	10.5	-0.3	13.1	19.8
O=C(Nc1ccccc1)c1ccc(-n2cnnn2)cc1	-3.8	13.7	0.1	-3.3	-15.6	-34.1	2.4	3.9	10.9
COC(C(=O)Nc1ccc(Br)cc1F)c1ccccc1 (configuration not stated)	-2.3	-4.7	-3.6	0.3	-29.4	1.8	-0.9	17.5	1.7
O=C1CSCN1c1cc(Cl)ccc1Cl	-0.6	-0.9	0.5	9.8	-2.9	3.7	0.4	-3.5	0.0
NC(=NC(=O)c1ccccc1)N1CCN(C(c2ccccc2)c2ccccc2)CC1	8.5	16.0	0.4	-11.2	10.8	19.8	-1.1	-17.4	23.5
Cc1ccc(NC(=O)NC2CCCN2S(=O)(=O)c2ccc(Cl)cc2)cc1 (configuration not stated)	5.6	-27.8	0.9	-17.4	1.3	-4.4	1.3	2.9	-2.3
COc1ccc(S(=O)(=O)N(CC(=O)NCc2ccco2)c2ccc(F)cc2)cc1	-1.4	10.5	-0.7	16.5	-9.0	19.4	1.3	2.6	-6.3
O=C(NC1CCCCC1)Oc1cccc2ccccc12	-2.2	-23.9	-2.7	-9.8	-7.2	-2.0	0.3	3.9	-5.6
O=C(CSc1ccc(Cl)cc1)N/N=C/c1cccnc1	-8.3	14.5	-1.1	8.8	4.2	4.9	2.3	-6.2	11.5
CCc1nnc(NC(=O)CCC(=O)NCc2ccc(OC)cc2)s1	5.0	12.4	1.4	1.3	5.5	-3.6	-0.6	0.3	-11.2
COc1ccc(C)cc1NC(=O)CN1C(=O)COc2ccc(S(=O)(=O)N3CCC(C)CC3)cc21	4.4	21.3	-2.0	-20.6	-3.3	2.3	0.9	-5.9	28.8
O=C1Nc2ccc(S(=O)(=O)N3CCCC3C(=O)O)c3cccc1c23 (configuration not stated)	0.3	22.1	-0.9	6.6	1.9	-4.4	-1.4	12.4	-2.3
Cn1c(=O)c2c(nc(CN3CCOCC3)n2CCCO)n(C)c1=O	3.9	5.9	0.3	3.9	3.3	-10.8	-0.3	0.3	-0.3
Cc1ccc(S(=O)(=O)ON2C(=O)c3ccccc3C2=O)c(C)c1	66.7*	.	.	.	0.7	.	.	61.1*	3.8
O=C(CC1C(=O)N(c2ccccc2)C(=S)N1c1ccccc1)c1ccccc1 (configuration not stated)	0.5	-10.3	-4.2	1.5	-2.7	1.6	-0.6	14.7	3.3
COc1ccc(NC(=O)CC(NCc2ccccn2)C(=O)O)cc1 (configuration not stated)	6.0	3.1	-4.3	-4.7	-15.6	-4.8	-2.0	-1.8	-14.5
CN(CC(=O)Nc1ccc(N2CCOCC2)cc1)C(=O)c1cc2c(s1)CCCC2	-5.9	-9.3	-2.2	6.3	-7.9	-13.7	-2.0	7.8	-4.0
NC(=O)C1=C[C@@H](c2ccc3c(c2)OCO3)C[C@@H](OCCCCO)O1	1.5	-13.8	-1.4	-2.6	-4.8	9.5	-1.2	6.6	-15.1
Cc1cc(C(C)(C)C)cc(S(=O)(=O)NCCO)c1C	-17.3	5.1	-3.8	6.9	4.5	-1.0	-2.8	-4.7	3.4
C=CCn1c(-c2ccc(OC)cc2)csc1=Nc1c(C)n(C)n(-c2ccccc2)c1=O	12.6	16.0	-2.5	21.5	-6.4	0.7	1.8	18.1	10.2
CCCC(=O)Nc1c2c(nc3ccccc13)N(c1ccccc1)CC2	1.1	-9.6	-0.7	-0.5	-2.2	-8.1	-1.0	1.2	1.2
COc1ccc(C(=O)C(CN2CCOCC2)c2ccccc2)cc1 (configuration not stated)	7.9	79.5*	-2.1	-62.1	13.6	26.0	45.7*	8.7	-53.8
CCCNC(=O)c1ccccc1NC(=O)CN(c1ccccc1)S(=O)(=O)N(C)C	-0.1	-0.6	1.2	12.8	14.2	-23.9	-2.5	10.1	-7.2
Cc1sc(NC(=O)c2cc3ccccc3oc2=O)c(C(=O)OC(C)C)c1-c1ccccc1	-4.7	3.9	11.9	26.5	-8.4	9.7	17.6	-4.0	9.4
COc1ccccc1NC(=O)Nc1ccncc1	3.0	-9.2	-4.6	1.6	-11.1	-6.1	-0.1	-6.2	2.6
CCOC(=O)CSc1n[nH]c(NC(=O)c2cccc(C)c2)n1	1.0	1.3	-0.3	10.3	1.2	-6.7	1.7	-8.8	1.9
COc1ccc([C@H]2Cc3cc(O)cc(O)c3C(=O)O2)cc1O	-3.4	-154.0	0.9	-34.5	-39.8	3.0	3.2	11.0	-2.6
C=CCNC(=O)COC(=O)CCC(=O)c1cccs1	-4.4	-18.4	-3.9	20.9	2.3	1.6	0.5	-13.2	-0.8
CN(C)Cc1cc2ccccc2c2c1COC2	-4.6	3.8	-1.8	17.9	-3.8	12.5	0.6	-24.0	-3.6
O=C(N/N=C/c1ccccc1O)/C(=C/c1ccccc1)CCO	0.8	28.8	-0.9	-40.4	26.9	17.2	6.1	7.1	4.3
COc1ccc(N(C(=O)Cn2nnc3ccccc32)C(C(=O)NCc2ccco2)c2ccncc2)cc1 (configuration not stated)	6.0	-1.0	-3.0	4.5	3.0	13.9	3.5	10.8	-2.6
Cn1c(CN2CCN(C(=O)c3ccccc3Cl)CC2)nc2cc([N+](=O)[O-])ccc21	0.1	2.9	-0.4	12.2	-10.4	6.6	-0.9	12.4	-4.7
Cc1c(CC(=O)O)c(=O)oc2c(C)c(OCc3nn[nH]n3)ccc12	1.0	16.5	0.9	11.7	-18.7	-4.0	-1.5	0.4	-12.8
O=[N+]([O-])c1ccc(CSc2nnc(Cc3ccccc3)o2)cc1	-6.5	4.7	-1.8	27.7	-2.6	-6.3	0.7	11.1	1.6
Cc1ccc(CNC(=O)CCC2CCCN(Cc3cc4ccccc4o3)C2)o1 (configuration not stated)	-0.5	-1.2	-1.1	27.8	2.6	9.8	0.7	7.2	6.0
CC(=O)CC(=O)Nc1ccccc1NC(C)=O	-16.4	2.7	-0.8	-27.5	-15.2	-6.7	0.5	-12.3	-7.8
CCN(CC)S(=O)(=O)c1cccc(C(=O)OCC(=O)NCCN2C(=O)CSC2=O)c1	7.2	4.1	-0.9	-4.4	5.6	-11.8	0.2	8.2	3.5
NC(=O)CC[C@@H]1NC(=O)[C@@H]2CCCN2C(=O)c2cc([N+](=O)[O-])cc(I)c2NCCC[C@@H](C(N)=O)NC1=O	.	7.3	3.0	-18.1	-5.1	-3.0	-1.3	-5.6	.
CCc1cccc(NS(=O)(=O)c2ccc3c(c2)NC(=O)CO3)c1	-8.5	1.0	-3.6	-12.0	6.4	14.3	0.2	8.2	-2.1
COCCN1C(=O)N(c2ccc(OC)cc2)C(=O)C1CC(=O)Nc1cccc(F)c1 (configuration not stated)	-1.2	-2.1	0.3	-5.7	7.5	9.7	-1.4	17.1	0.3
CSC1=C(C#N)C(c2ccc(Cl)cc2)C2=C(CC(C)(C)CC2=O)N1 (configuration not stated)	5.9	17.3	0.6	9.9	13.9	22.1	-1.1	12.5	16.7
Cc1ccc(CC(=O)NC2CCSC2=O)cc1 (configuration not stated)	1.8	14.5	0.7	4.2	-4.0	-15.0	1.5	9.8	-1.5
CCN(CC)CCNC(=O)Cn1cnc2sc(C)c(S(=O)(=O)N3CCC(C)CC3)c2c1=O	7.4	11.5	-2.1	9.6	-13.0	7.7	-0.4	1.3	3.5

Assay outcomes: PubChem BioAssay, Sanford-Burnham Center for Chemical Genomics
